ALOX12 inhib = 12-hLO (ALOX12) enzyme inhibition; P18054; purified 12-hLO, xylenol orange hydroperoxide absorbance; Potency, µM (highest dose often 57.1 µM), without a hit: top-dose activity change, negative = inhibition, most hits filed as inhibitors; 150,000 compounds, 0.12% hits; AID 1452; also: potency is read from the fitted curve at half-maximal effect; nearly all actives have a fitted effect of over 55% in size; many of its hits are not listed in these tables
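Lipoxygenase turnover measured by absorbance at 573 and 405 nm after Fe-XO development. Human 12hLO 150 nM, arachidonate 40 uM, pH 7.0 Hepes buffer with detergent; 15 min compound preincubation, 30 min reaction.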
15-hLO-2 inh = blocks human 15-lipoxygenase 2 activity. Potency, µM (doses to about 57.1 µM), inactives show at the highest dose activity change, negative = inhibition, usual class: inhibitors. purified 15hLO-2, xylenol orange hydroperoxide absorbance. O15296. 110,000 compounds, 0.56% hits; also: potency is read from the fitted curve at half-maximal effect; nearly all actives have a fitted effect of over 60% in size; many of its hits are not listed in these tables
Target sequence (O15296 whole entry, looked up): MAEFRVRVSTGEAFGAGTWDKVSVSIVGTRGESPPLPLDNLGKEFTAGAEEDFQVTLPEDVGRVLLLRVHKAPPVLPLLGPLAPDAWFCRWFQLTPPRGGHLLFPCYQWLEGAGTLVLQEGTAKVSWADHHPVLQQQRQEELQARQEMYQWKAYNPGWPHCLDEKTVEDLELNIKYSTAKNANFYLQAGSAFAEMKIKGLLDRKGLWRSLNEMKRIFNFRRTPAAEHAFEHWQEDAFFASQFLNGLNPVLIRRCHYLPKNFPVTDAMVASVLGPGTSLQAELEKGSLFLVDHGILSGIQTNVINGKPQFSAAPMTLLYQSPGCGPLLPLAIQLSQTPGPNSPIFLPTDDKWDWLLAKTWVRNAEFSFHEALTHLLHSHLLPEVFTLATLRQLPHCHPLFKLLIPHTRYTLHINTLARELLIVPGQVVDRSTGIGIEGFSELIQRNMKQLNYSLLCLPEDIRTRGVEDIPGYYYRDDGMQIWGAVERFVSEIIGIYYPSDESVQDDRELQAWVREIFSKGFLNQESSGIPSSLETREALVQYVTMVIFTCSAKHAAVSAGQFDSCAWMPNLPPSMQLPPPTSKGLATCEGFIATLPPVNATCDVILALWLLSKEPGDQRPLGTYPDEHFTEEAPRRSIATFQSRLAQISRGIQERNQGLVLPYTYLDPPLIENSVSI
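Purified human 15hLO-2 (50 nM final) preincubated with compounds 15 min at room temperature in 25 mM Hepes pH 7.5, 0.01% Triton X-100, then 45 uM arachidonic acid added for 90 min; hydroperoxide detected via ferrous/xylenol orange, 573/405 nm absorbance ratio.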
IMPase inh = IMPase inhibition in cells | P97697 | CHO-M1 cells, IP1 accumulation, HTRF TR-FRET ratio | inhibition (IP1 accumulation), % at 46.1 µM | 120,000 tested, under 10 active | AID 901; active = well fitted curve in the direction sought with a large enough effect in the signal ratio, not every such curve was filed as active; inconclusive = small, poorly fitted or top-dose-only effect, or a change in a side signal; inactive = no such curve, though single readings can be large or run the other way; the % refers to the signal ratio;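 also: cells stimulated with carbachol in lithium chloride buffer; plate controls were DMSO basal wells for no effect and reference inhibitor wells for full effect; higher means more IMPase inhibition seen as more IP1 and lower FRET ratio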
Target sequence (P97697 whole entry, looked up): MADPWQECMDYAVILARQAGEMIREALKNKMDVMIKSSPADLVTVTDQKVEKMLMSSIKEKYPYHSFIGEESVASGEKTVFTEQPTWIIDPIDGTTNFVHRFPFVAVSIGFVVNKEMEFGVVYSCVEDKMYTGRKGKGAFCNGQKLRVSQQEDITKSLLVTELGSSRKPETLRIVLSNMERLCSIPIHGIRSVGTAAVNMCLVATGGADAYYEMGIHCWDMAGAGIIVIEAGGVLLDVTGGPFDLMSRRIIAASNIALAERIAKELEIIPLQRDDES
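Measured: the HTRF emission ratio (665/620 nm) plus the 620 nm donor channel, each fitted to the Hill equation to give AC50. Cells were CHO-M1 given compounds up to 46 uM and a 30 min carbachol stimulation at 37C.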
PNC inhibitor = blocks assembly of the perinucleolar compartment; PC3M PTB-GFP, PNC prevalence imaging, 16 h; stronger effect = lower value; activity change (PNC), negative = inhibition, % at 10 µM; 140,000 compounds, 3.1% hits; AID 2417;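 active = readout at or below -70, meaning at least 70% loss of cells showing the perinucleolar compartment, a nuclear body marking cancer cells; inconclusive = readout between -30 and a set limit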;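 also: plate controls were DMSO wells for no effect and camptothecin positive control wells for full effect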
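Compounds are pinned in duplicate onto adhered PC3M cells stably expressing GFP-tagged PTB and incubated 16 h at 37 C. Cells are then fixed, nuclei stained with Hoechst, and PNC-positive cells counted.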
* hit, by the source's call; ? = inconclusive; . = not tested or not shown; [ ] = remark or other dose. Unless noted, calls follow the shape of the dose curve; as a rule, active = well fitted curve in the direction sought with a large enough effect; inconclusive = small, poorly fitted or top-dose-only effect, or another doubt; inactive = no such curve, though single readings can be large; an effect the other way counts as inactive or inconclusive. Unless noted, % is scaled to controls: 0 for no effect and ±100 for the full control effect. The list is partial; rates above refer to the full screens.

entry	canonical_smiles	IMPase inh	15-hLO-2 inh	PNC inhibitor	ALOX12 inhib
1	NC(=O)C1(N2CCCCC2)CCN(C(=O)c2ccccc2)CC1	9	-3%	-22	3%
2	CCCNS(=O)(=O)c1ccc(C(=O)NCC2CCCO2)cc1 (stereo not given)	0	-3%	?	2%
3	COc1ccc(-c2nc(-c3ccccc3)nc(N3CCN(C)CC3)c2C#N)cc1	-4	21%	-13	8%
4	COc1ccccc1CNc1nc2ccccc2n1CCN1CCCCC1	4	68%[activator]	-14	-5%
5	COc1cccc(C2NC(=O)NC(C)=C2C(=O)Nc2ccc(C)cc2)c1OC (stereo not given)	6	4%	24	-3%
6	CC(=O)N1CCc2cc(S(=O)(=O)NC(Cc3ccccc3)C(=O)NC3CCCCCC3)ccc21 (stereo not given)	2	0%	-6	-5%
7	CCCN(CCC)CCCOC(=O)c1ccc(Cl)cc1Cl	7	16%	44	3%
8	CC1CN(C(=O)C2(C)CC2(Br)Br)CC(C)O1 (stereo not given)	.	.	0	2%
9	ClC(Cl)(c1nnnn1-c1ccccc1)c1nnnn1-c1ccccc1	.	.	?	-17%
10	COC(=O)c1cc(NC(=O)CCc2c(C)nc3ncnn3c2C)cc(C(=O)OC)c1	-4	-8%	?	3%
11	Cc1nc(N)sc1C(=O)N/N=C/c1c[nH]c2ccccc12	11	5%	?	1%
12	CCOC(=O)c1ccccc1NC(=O)c1cc(S(=O)(=O)N2CCOCC2)ccc1F	-6	-2%	17	0%
13	Cc1cc2cc(CN3C(=O)c4ccccc4C3=O)ccc2[nH]1	.	.	43	-3%
14	O=C(Nc1ccccc1Cl)C1CCCN(S(=O)(=O)c2ccc(F)cc2)C1 (stereo not given)	3	-8%	32	1%
15	CC(=O)c1c(C)n(-c2ccccc2)c2ccc(OCC(O)CN3CCOCC3)cc12 (stereo not given)	2	11%	?	-3%
16	Cc1cc(C)nc(NN=C(c2ccccc2)c2ccccc2)n1	.	.	41	-3%
17	O=C(N/N=C/c1cccs1)[C@H]1C[C@@H]1c1ccccc1	.	.	11	1%
18	O=C(Nc1ccc2c(c1)OCCO2)C1CCCN(S(=O)(=O)c2cccc3nsnc23)C1 (stereo not given)	-5	-7%	-113*	-4%
19	CCCCN1C(=O)c2ccc(C(=O)Nc3ccc(C)c(S(=O)(=O)N(C)C)c3)cc2C1=O	9	.	?	-1%
20	c1ccc(-c2cc(-c3nc4ccccc4[nH]3)c3ccccc3n2)cc1	.	.	?	-4%
21	CC(C)(C)c1ccc(C(=O)NC(=S)Nc2ccc(N3CCOCC3)cc2)cc1	.	.	-123*	1%
22	C=C(C)C(=O)OCC(C)C	.	-10%	.	1%
23	O=C(c1cc(-c2ccc(Cl)cc2Cl)on1)N1CCOCC1	-5	-1%	33	-2%
24	N#CCSc1nc2ccccc2c2nc3ccccc3n12	.	.	47	1%
25	CC(C)CC(NC(=O)C(CC(C)C)NC(=O)OC(C)(C)C)C(=O)O (stereo not given)	34[activator]	-3%	26	0%
26	Cc1nn(C(CC(=O)O)C(=O)O)c(C)c1Br (stereo not given)	0	.	20	0%
27	CC1Cc2ccccc2N1S(=O)(=O)c1cnc[nH]1 (stereo not given)	-9	1%	-16	0%
28	CCOc1ccc(-n2c(-c3ccccc3)nnc2-c2ccccc2)cc1	.	.	-4	3%
29	CCCCn1c(SCC(=O)O)nc2ccccc21	-5	17%	-18	4%
30	COCCCN1CN(S(=O)(=O)c2ccc(Cl)cc2)c2nc3ccccc3nc21	?	-16%	-23	-14%
31	C=CCN(C(=O)Cn1nnc2ccccc21)C(C(=O)NCCOC)c1ccc(OC)cc1OC (stereo not given)	-1	-6%	-14	1%
32	Cc1nn(-c2ccccc2)c(C)c1/C=N\N1CCN(c2ccc(Cl)cc2)CC1	17	20%	-14	-3%
33	O=C1/C(=C/c2ccc3c(c2)OCO3)CCC/C1=C\c1ccc2c(c1)OCO2	.	.	-12	-2%
34	Cc1ccc2nc(C)cc(Nc3ccc4c(c3)OCCO4)c2c1	12	35%[activator]	-15	-8%
35	O=C(Nc1ccc2cn[nH]c2c1)c1ccccc1F	.	.	?	-1%
36	CCOC(=O)C1CCN(C(=O)COc2ccc(S(=O)(=O)NC(C)C)cc2Cl)CC1	?	.	192	-1%

Among those listed so far, these contain a cyano group:
entry	canonical_smiles	IMPase inh	15-hLO-2 inh	PNC inhibitor	ALOX12 inhib
3	COc1ccc(-c2nc(-c3ccccc3)nc(N3CCN(C)CC3)c2C#N)cc1	-4	21%	-13	8%
24	N#CCSc1nc2ccccc2c2nc3ccccc3n12	.	.	47	1%

(more compounds)
entry	canonical_smiles	IMPase inh	15-hLO-2 inh	PNC inhibitor	ALOX12 inhib
37	CCOC(=O)C1=C(c2ccccc2)N=C2SCC(=O)N2C1c1ccc(O)c(OC)c1 (stereo not given)	3	-13%	-10	0%
38	CC1CC(C)CN(CCCNC(=O)c2ccc(CS(=O)(=O)Cc3ccccc3F)o2)C1 (stereo not given)	6	6%	?	1%
39	O=C1CCCC2=C1C(c1cccs1)Nc1ccccc1N2 (stereo not given)	.	.	?	-1%
40	CN(CC(=O)N1CC=C(c2ccccc2)CC1)S(=O)(=O)c1ccc2c(c1)c(=O)n(C)c(=O)n2C	3	-1%	-1	-1%
41	COc1ccccc1NC(CC(=O)c1ccccc1)C(=O)OCC(=O)c1ccc(F)cc1 (stereo not given)	10	.	-24	-6%
42	COc1ccc(CCN(Cc2nc3ccccc3c(=O)[nH]2)C(=O)c2ccco2)cc1	2	4%	24	-2%
43	CCOc1ccc(-c2cc(CCCC(=O)NCCCOC)no2)cc1	-4	2%	14	-2%
44	Cc1ccccc1NCN1C(=O)C2C3C=CC(C3)C2C1=O (stereo not given)	6	0%	-1	-4%
45	O=C1c2ccccc2C(O)N1Cc1ccccc1 (stereo not given)	7	-4%	8	16%
46	CCOC(=O)C(NCc1ccco1)(NC(=O)c1ccccc1)C(F)(F)F (stereo not given)	-6	7%	20	-3%
47	CCOC(=O)C(CCCOc1ccc(C(C)CC)cc1)C(=O)OCC (stereo not given)	5	11%	22	-2%
48	CC1=CC(=O)[C@@H]2C[C@H]1C2(C)C	2	-5%	.	-3%
49	Cc1cc(Oc2ccc(Cl)cc2)nc(-c2ccccc2O)n1	6	19%	?	1%
50	Cc1cccc(NC(=O)Nc2cccc(Oc3c(F)c(F)c(F)c(F)c3F)c2)c1	16	7%	?	-13%
51	CCOc1ccccc1OCCOCCOc1c(Cl)cccc1Cl	.	.	7	0%
52	O=C(CSc1nnnn1-c1cccc2c1CCCC2)N1CCCCC1	-3	.	?	-7%
53	COc1ccc(NC(=S)N(CCc2c(C)[nH]c3ccc(C)cc23)Cc2cccnc2)cc1	.	.	11	-2%
54	CNC(=O)c1cc2c(s1)CCCCCC2	3	.	?	2%
55	CCOC(=O)c1ccc(NC(=O)CCc2c(C)nc3ncnn3c2C)cc1	-5	.	5	2%
56	CCCc1nnc(NC(=O)CN2C(=O)C3C4C=CC(C4)C3C2=O)s1 (stereo not given)	-3	4%	15	-3%
57	C/C(=N\NC(=O)CCc1c[nH]c2ccccc12)c1ccc([N+](=O)[O-])cc1	.	.	-18	-12%
58	CCCCCNC1=CC(=O)CC(c2ccccc2)C1 (stereo not given)	-5	-7%	-84*	2%
59	Cc1cc(=O)n2cc(-c3ccccc3)nc2[nH]1	-6[1.84 µM]	27%[11.4 µM]	-25	1%
60	COc1ccc(-n2ncc3c(NCc4ccc5c(c4)OCO5)ncnc32)cc1	?	8%	0	-15%
61	O=C(O)c1c(-c2nccc3ccccc23)[nH]c(-c2ccccc2)c1S(=O)(=O)O	.	-7%[11.4 µM]	.	3%[11.4 µM]
62	O=C(O)c1sccc1Oc1ccc(F)cc1[N+](=O)[O-]	-4	-12%	?	-3%
63	O=C1CN(c2ccc(Br)cc2)C(=O)N1CC(=O)N1CCCc2ccccc21	-4	5%	1	-9%
64	CC1Cc2cc(/C(O)=C3/C(=O)C(=O)N(CCN4CCOCC4)C3c3cccc(Cl)c3)ccc2O1 (stereo not given)	?	-6%	?	-2%
65	O=C(C(c1ccccc1)c1ccccc1)N1CCCc2ccccc21	22	.	-1	-1%
66	C=CCn1c(=O)c2c(nc(Br)n2Cc2ccccc2Cl)n(C)c1=O	6	1%	70	-6%
67	O=C(CN(CC1CCCO1)S(=O)(=O)c1ccc(S(=O)(=O)NC2CC2)cc1)Nc1ccccc1 (stereo not given)	-1	3%	?	-2%
68	COc1cc(OC)c2c(c1)OC(=O)CC2c1cc(OC)c(OC)c(OC)c1 (stereo not given)	.	-3%[0.0915 µM]	.	-6%[0.00818 µM]
69	Cc1ccc(C(=O)NC(=S)Nc2ccc(S(=O)(=O)N3CCN(C)CC3)cc2)cc1	9	-21%	20	-24%
70	CN(C(=O)CSc1nnc(-c2ccccc2)c(-c2ccccc2)n1)C1CCS(=O)(=O)C1 (stereo not given)	13	.	?	1%
71	Cc1nc2sc(C(c3cccc(F)c3)N3CCCCC3)c(O)n2n1 (stereo not given)	4	-4%	38	-3%
72	O=C(NCc1ccc(N2CCCC2=O)cc1)Nc1cccc(Cl)c1	7	-2%	0	-5%

Molecules above that have a nitro group on carbon, in the order listed:
entry	canonical_smiles	IMPase inh	15-hLO-2 inh	PNC inhibitor	ALOX12 inhib
57	C/C(=N\NC(=O)CCc1c[nH]c2ccccc12)c1ccc([N+](=O)[O-])cc1	.	.	-18	-12%
62	O=C(O)c1sccc1Oc1ccc(F)cc1[N+](=O)[O-]	-4	-12%	?	-3%

(cont.)
entry	canonical_smiles	IMPase inh	15-hLO-2 inh	PNC inhibitor	ALOX12 inhib
73	COc1ccc(Cl)cc1NC(=O)C12CCC(C)(C(=O)O1)C2(C)C (stereo not given)	-5	.	48	2%
74	O=C(Nc1cc2c(cc1Cl)OCCCO2)c1ccco1	.	.	35	3%
75	Cc1cc(C)c(S(=O)(=O)Nc2ccccc2-c2ccccc2)c(C)c1	-2	.	-28	-7%
76	O=C(O)c1ccc(/C=N/N2CCN(Cc3ccccc3)CC2)cc1	.	.	4	0%
77	CS(=O)(=O)N(CCc1ccccc1)CC(=O)N1CCCCC1	-4	0%	26	-2%
78	COc1ccc(CNC(=O)COC(=O)C2CC3C=CC2C3)cc1 (stereo not given)	8	.	5	-2%
79	O=C(NCCC1=CCCCC1)C1CCN(S(=O)(=O)c2cccc3nonc23)CC1	-1	-9%	-19	0%
80	COc1ccc(N2CC(NC(=O)NCC(C)C)CC2=O)cc1 (stereo not given)	.	.	2	-3%
81	CCCCC(=O)Nc1nc2ccc3nc(C)sc3c2s1	-4	.	47	-13%
82	Cc1ccc(N=C/C(C(=O)C(F)(F)F)=C(\O)c2ccco2)cc1Cl	-3	.	-19	-1%
83	O=C(COc1ccccc1)N/N=C/c1ccc([N+](=O)[O-])o1	8	.	?	-1%
84	O=C(NCc1ccccn1)c1ccc(Cl)c(S(=O)(=O)Nc2ccccc2C(=O)NCc2ccccn2)c1	4	.	-20	-2%
85	CC(=O)CCc1ccc(OCC(O)CNC2CCCc3ccccc32)cc1 (stereo not given)	-4	.	3	-2%
86	CC1=C(C(=O)OCc2ccc3c(c2)OCO3)C(c2ccc(F)cc2)NC(=O)N1 (stereo not given)	4	-5%	-2	-11%
87	CCC(c1nnc(SCC(=O)Nc2nnc(-c3ccccc3)o2)n1Cc1ccccc1)N(C)C (stereo not given)	2	?	57	-1%
88	Cc1ccc(NC(=O)c2ccc(Cl)c(N3C(=O)C=CC3=O)c2)cc1	3	0.32µM*	27	?
89	Cc1ccc(-c2nnc(Nc3ccc4c(c3)OCO4)c3ccccc23)cc1S(N)(=O)=O	-4	.	?	-3%
90	CC(=O)c1cccc(NC(=O)c2c(F)c(F)c(F)c(F)c2F)c1	-14	?	-19	-12%
91	CCS(=O)(=O)N1CCN(c2ccccc2F)CC1	4	1%	14	-3%
92	O=C(N1CCOCC1)N1CCCN(C(=O)N2CCOCC2)CC1	?	10%	8	1%

Compound activity: PubChem, National Center for Advancing Translational Sciences (NCATS)
